Pol kappa inh: DNA polymerase kappa (human) inhibition. Q9UBT6. purified Pol kappa, fluorescent DNA synthesis assay, 10 min. Potency, µM (titrated, usually from 107 µM), for the others: at the highest dose activity, negative = inhibition, actives largely listed as inhibitors. 400,000 compounds, 0.53% hits. AID 588579; further: on the % scale 0 is the no-effect control and ±100 the full control effect
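Here, compound and 10 nM enzyme are combined for 15 min at room temperature; adding 50 nM substrate (final) starts DNA synthesis, tracked by fluorescence at 0 and 10 min against buffer-only wells.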
Pol eta inh: blocks human DNA polymerase eta activity. Q9Y253. recombinant Pol eta, fluorescent DNA replication assay. Potency, µM (doses to about 114 µM), without a hit: at the highest dose activity change, negative = inhibition, usual class: inhibitors. 390,000 compounds, 1.2% hits. AID 588591; further: on the % scale 0 is the no-effect control and ±100 the full control effect
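Pol eta at 10 nM preincubated with compounds 15 min at room temperature; reaction started with fluorescent substrate (50 nM final) and read kinetically at 0 and 10 min.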
BAZ2B block: blocks human BAZ2B. AlphaScreen BAZ2B-H3K14Ac peptide displacement. Potency, µM (doses to about 114 µM), without a hit: at the top dose activity change, negative = inhibition, usual class: inhibitors. Q9UIF8. 360,000 compounds, 4.4% hits; further: on the % scale 0 is the no-effect control and ±100 the full control effect; nearly all actives have a fitted effect of over 60% in size
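Multi-concentration screen (max 110 uM) measuring displacement of acetylated histone H3 peptide from BAZ2B by AlphaScreen, using 50 nM protein, 50 nM peptide and 10 ug/mL streptavidin donor plus Ni-chelate acceptor beads.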
G9a block: inhibitors of human histone lysine methyltransferase G9a. Q96KQ7. 350,000 compounds, 8.8% hits. AID 504332. Potency, µM (doses to about 102 µM), for the others: at the highest dose activity, negative = inhibition, most hits filed as inhibitors. G9a H3K9 monomethylation, AlphaScreen, 2 h; further: on the % scale 0 is the no-effect control and ±100 the full control effect; nearly all actives have a fitted effect of over 75% in size
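Chemiluminescent proximity detection of H3K9 monomethylation, read after 10 min bead incubation in the dark. Reaction: 20 nM G9a, 500 nM biotin-H3K9 peptide, 20 uM SAM cofactor, 2 h, room temperature, following 15 min enzyme-compound preincubation.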
Anesthetic bind: binds horse apoferritin like a general anesthetic; P02791; apoferritin/1-aminoanthracene competitive binding, fluorescence; Potency, µM (series often up to 77.5 µM), for inactives: at the top dose activity change, negative = displacement, most hits filed as inhibitors; 350,000 compounds, 0.074% hits; AID 485281; further: on the % scale 0 is the no-effect control and ±100 the full control effect; nearly all actives have a fitted effect of over 20% in size
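In PBS, apoferritin at 10 uM is loaded with 1-AMA from a 50% saturated solution. After 10 min of compound exposure at ambient temperature, reduced 535 nm fluorescence indicates probe displacement.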
Pol iota inh: inhibitors of human DNA polymerase iota | Q9UNA4 | Potency, µM (series often up to 115 µM), inactives show top-dose activity, negative = inhibition, hits mostly inhibitors | 390,000 compounds, 1% hits | AID 588590 | Pol iota fluorescent replication assay, 10 min
Target sequence (Q9UNA4 whole entry, looked up): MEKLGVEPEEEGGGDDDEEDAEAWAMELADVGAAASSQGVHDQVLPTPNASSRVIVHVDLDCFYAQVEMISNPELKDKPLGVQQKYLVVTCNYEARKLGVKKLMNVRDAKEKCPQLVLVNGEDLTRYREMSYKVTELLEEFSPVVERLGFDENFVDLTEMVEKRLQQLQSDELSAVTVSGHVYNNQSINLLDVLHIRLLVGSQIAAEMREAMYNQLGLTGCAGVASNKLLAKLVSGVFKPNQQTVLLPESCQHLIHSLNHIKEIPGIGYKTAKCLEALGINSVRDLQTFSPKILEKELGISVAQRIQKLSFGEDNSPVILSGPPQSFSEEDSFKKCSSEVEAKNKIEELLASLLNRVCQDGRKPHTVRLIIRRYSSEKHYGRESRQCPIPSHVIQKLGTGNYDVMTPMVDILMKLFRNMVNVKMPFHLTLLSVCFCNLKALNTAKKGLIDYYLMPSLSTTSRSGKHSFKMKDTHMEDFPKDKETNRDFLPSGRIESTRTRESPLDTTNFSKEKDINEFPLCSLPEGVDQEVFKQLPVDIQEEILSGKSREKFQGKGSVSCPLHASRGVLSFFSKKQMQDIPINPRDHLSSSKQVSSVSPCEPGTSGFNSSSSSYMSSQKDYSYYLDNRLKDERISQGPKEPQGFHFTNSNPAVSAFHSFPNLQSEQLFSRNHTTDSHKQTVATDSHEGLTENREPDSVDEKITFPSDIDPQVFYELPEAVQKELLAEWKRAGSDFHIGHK
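Fluorescent replication assay read twice, at 0 min and 10 min after adding 50 nM (final) substrate. Enzyme (10 nM) and compounds were first incubated 15 min at room temperature; enzyme-free buffer wells were negative controls.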
BLM inh: Bloom syndrome helicase (human) inhibition; recombinant BLM DNA unwinding, fluorescence dequenching; Potency, µM (titrated, usually from 56.1 µM), for inactives: at the highest dose activity change, negative = inhibition, hits mostly inhibitors; 350,000 compounds, 0.2% hits; AID 2528;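 further: plate controls were vehicle for no effect and no enzyme for full effect; nearly all actives have a fitted effect of over 35% in size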
APE1 inh: APE1 (human) endonuclease inhibition; P27695; recombinant APE1, TAMRA/BHQ-2 abasic DNA cleavage fluorescence; Potency, µM (doses to about 65.8 µM), without a hit: top-dose activity change, negative = inhibition, hits mostly inhibitors; 350,000 compounds, 0.35% hits; AID 2517;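 further: plate controls were vehicle for no effect and reference inhibitor for full effect; nearly all actives have a fitted effect of over 55% in size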
Target sequence (P27695 whole entry, looked up): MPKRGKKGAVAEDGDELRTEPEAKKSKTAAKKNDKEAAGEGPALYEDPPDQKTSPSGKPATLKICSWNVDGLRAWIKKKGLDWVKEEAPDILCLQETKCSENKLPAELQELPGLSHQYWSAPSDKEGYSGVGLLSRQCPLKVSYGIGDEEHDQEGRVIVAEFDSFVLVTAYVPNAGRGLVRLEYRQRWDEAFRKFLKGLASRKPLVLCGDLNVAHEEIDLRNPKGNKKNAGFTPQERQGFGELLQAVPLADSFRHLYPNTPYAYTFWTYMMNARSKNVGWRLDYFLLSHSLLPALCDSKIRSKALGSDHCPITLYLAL
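Endonuclease cleavage of a quenched abasic-site DNA duplex (50 nM) by APE1 (0.75 nM) was tracked by TAMRA dequenching. Compounds were preincubated with enzyme 15 min at room temperature; data normalized to buffer-only and DMSO wells plus NSC13755 control.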
Pol beta inh: DNA polymerase beta (human) inhibition. Pol beta primer extension/strand displacement, fluorescence kinetic. Potency, µM (titrated, usually from 114 µM), without a hit: at the highest dose activity change, negative = inhibition, actives largely listed as inhibitors. 340,000 compounds, 1.3% hits. AID 485314; further: on the % scale 0 is the no-effect control and ±100 the full control effect
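Human Pol beta at 10 nM; strand-displacement substrate 50 nM final. Compound exposure 15 min at room temperature before start, reaction 10 min at room temperature.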
Active calls of the source: *; u = inconclusive; x = no result given; [ ] = dose if it differs, or a comment. The call rests on the fitted dose curve; in most records, active means well fitted curve in the direction sought with a large enough effect; inconclusive means small, poorly fitted or top-dose-only effect, or another doubt; inactive means no such curve, though single readings can be large; an effect the other way counts as inactive or inconclusive. Potency means the concentration at half of the fitted maximal effect. An excerpt (hit frequency here may not be typical).

SMILES	Pol kappa inh	Pol eta inh	BAZ2B block	G9a block	Anesthetic bind	Pol iota inh	BLM inh	APE1 inh	Pol beta inh
O=C(CSc1cccc[n+]1[O-])Nc1cc2c(cc1Cl)C(=O)c1ccccc1C2=O	0%	u	u	7.9µM*	-10%	-6%	-18%	0%	-25%
CC(C)N(C(=O)CSc1ccc(S(=O)(=O)N2CCCCC2)cn1)c1ccccc1	-8%	-30%	-13%	-3%[2.33 µM]	x	26%	x	-2%	x
CCCSc1ncc(Cl)c(C(=O)Nc2c(C(=O)c3ccc(C)cc3)oc3ccccc23)n1	1%	x	1%	5%[59 µM]	4%	35%[activator]	1%	x	8%
Cc1ccc(S(=O)(=O)N2CCN(C3CC(=O)N(CCc4ccccc4)C3=O)CC2)cc1C (stereo unspecified)	1%	-22%	64%[activator][57.1 µM]	18%[59 µM]	-11%	38%[activator]	4%	-11%	7%
Cc1[nH]n(-c2ccccc2)c(=O)c1C(=O)c1ccccc1	-7%	u	-30%	u	6%	u	-1%	2%	-4%
COc1cccc(COc2ncnc3sccc23)c1	3%	-13%	3%	-4%	-23%	29%	3%	26%	-1%
Cc1cc([N+](=O)[O-])c2c(c1C)C1C=CCC1C(c1ccccn1)N2 (stereo unspecified)	x	x	x	28µM*	u	x	-8%	-3%	u
COC(=O)CCC(=O)OC1(C)C(=O)C=C2C=C(C3CC3)N(c3cccc(C#N)c3)C=C2C1=O (stereo unspecified)	-6%	5%	-22%	-29%[59 µM]	4%	33%	-22%[12.4 µM]	9%[12.4 µM]	3%
COc1ccc(NC(=O)NCCN2CCN(c3cccc(Cl)c3)CC2)cc1	-1%	-11%	4%	10%[59 µM]	-2%	-4%	-5%	11%	8%
O=C(Nc1ccccn1)c1cc2ccccc2o1	-3%	-6%	5%	6%[59 µM]	-9%	24%	-7%	1%	1%
Cc1cc(NCc2ccc(F)cc2)nc2cc(Cl)ccc12	-18%	-24%	100%[activator]	75%[activator]	2%	-2%	-9%	37%	15%
O=C(Nc1ccc(S(=O)(=O)Nc2ncccn2)cc1)c1cccc(S(=O)(=O)N2CCCC2)c1	8%	-8%	-15%	23%[12.7 µM]	1%	24%	0%	0%	u
COc1ccc2c(c1)c(C(O)CN1CCC(Cc3ccccc3)CC1)c(C)n2C (stereo unspecified)	-4%	-21%	35µM*	u	u	45%[activator]	2%	-1%	4%
COc1cccc(CN2CC(C(=O)N3CCCCCC3)CCC2=O)c1 (stereo unspecified)	-4%	-4%	-1%	x	-4%	21%	1%	18%	31%
C=C1c2ccccc2O[C@H](C(=O)OCC)[C@@H]1C1CCCCC1 (tested in a mixture with another compound)	u	x	x	68%[activator]	-1%[110 µM]	x	-9%[75.6 µM]	4%	x
CCCN(Cc1nnc(-c2cccs2)o1)C(=O)CN1C(=O)NC2(CCC(C)CC2)C1=O (stereo unspecified)	7%	-7%	8%	13%[59 µM]	x	-21%	x	-2%	x
CCOC(=O)c1cccc(NC(=O)CSc2nnc(C3CCCCC3)n2CC)c1	-16%	-9%	10%	52%[activator][59 µM]	u	-4%	-3%	-5%	-6%
O=C(Nc1ccccc1OC(F)F)c1ccccc1	-14%	-5%	3%	12%[59 µM]	-3%	10%	1%	-4%	4%
COCCN(C(=O)CC(C)(C)C)c1nnc(-c2cccnc2)s1	4%	-7%	11%	3%[59 µM]	-6%	-1%	-2%	9%	11%
CC(C)c1onc(C(=O)N2CCOCC2)c1[N+](=O)[O-]	-1%	-1%	13%	1%	-2%	35%	-1%	-3%	2%
C#CCNC(=O)C1=C[C@@H](c2ccc(Br)cc2)[C@H](CCCO)[C@@H](OCC)O1	-15%	-18%	-2%	9%[59 µM]	-5%	15%	-11%	4%	21%
COC(=O)c1ccc(C2SCC(=O)N2Cc2ccccc2)cc1 (stereo unspecified)	3%	u	14%	21%[2.33 µM]	4%	48%	-3%	-11%	4%
O=C(O)CSCc1ccc(Cl)cc1	-10%	0%	8%	-2%	-8%	0%	1%	3%	0%
N/C(=N\OC(=O)COc1ccccc1)c1ccccn1	0%	-4%	-19%	11µM*	-6%	-26%	1%	6%	16%
Cn1c(=O)c2c(n(Cc3ccccc3)c1=O)NC(=O)C2CC(=O)N1CCc2ccccc2C1 (stereo unspecified)	-14%	2%	-2%	u	u	u	-6%	5%	18%
CCOC(=O)NCc1ccc2c(c1)OCO2	-8%	-25%	14%	4%[59 µM]	-9%	15%	-2%	-3%	-21%
COc1ccc(-c2[nH]nc3oc(=O)cc(C)c23)cc1	-18%	4%	u	7%[59 µM]	-7%	u	-8%	16%	34%
Cc1ccsc1/C=C(\C#N)C(=O)Nc1c(C)n(C)n(-c2ccccc2)c1=O	-6%	-10%	-31%	u	5%	24%	6%	7%	23%
S=C(NCCCN1CCOCC1)N1CCN(c2nc(-c3ccc(Cl)cc3)cs2)CC1	3%	-9%	-13%	-1%	-3%	-3%	-5%	7%	-3%
CCN(CC)c1ccc(NC(=O)CCS(=O)(=O)c2cc3c(cc2Cl)NC(=O)CO3)c(C)c1	1%	5%	-1%	-5%[59 µM]	-6%	3%	-4%	x	u

Just Pol kappa inh, for some of the entries so far:
SMILES | Pol kappa inh
Cc1ccsc1/C=C(\C#N)C(=O)Nc1c(C)n(C)n(-c2ccccc2)c1=O | -6%
COC(=O)c1ccc(C2SCC(=O)N2Cc2ccccc2)cc1 (stereo unspecified) | 3%
COc1ccc(-c2[nH]nc3oc(=O)cc(C)c23)cc1 | -18%
CCOC(=O)NCc1ccc2c(c1)OCO2 | -8%
CC(C)c1onc(C(=O)N2CCOCC2)c1[N+](=O)[O-] | -1%

(more compounds)
SMILES	Pol kappa inh	Pol eta inh	BAZ2B block	G9a block	Anesthetic bind	Pol iota inh	BLM inh	APE1 inh	Pol beta inh
COc1ccc(C(=O)N2c3ccc(F)cc3CCC2C)cc1OC (stereo unspecified)	-12%	-4%	9%	10%[59 µM]	-5%	5%	-1%	17%	2%
Cc1cccc(C(=O)OCC(=O)c2c(C)[nH]c3ccccc23)c1O	-5%	-12%	-3%	-7%[12.7 µM]	x	u	x	-8%	x
O=C(Oc1cccc(NC(=O)c2ccco2)c1)c1cccc(S(=O)(=O)N2CCCC2)c1	-7%	-3%	-4%	-32%[12.7 µM]	-10%	-13%	-6%	-7%	u
O=C(NNS(=O)(=O)c1ccc(Cl)cc1)C1CCN(Cc2ccccc2)CC1	-10%	-11%	-32%	3%[12.7 µM]	-10%	8%	3%	-1%	44%
COc1ccc(O)c(CN2CCCC(C(=O)Nc3cccc(-n4cccn4)c3)C2)c1 (stereo unspecified)	-20%	-16%	-32%	u	-17%	13%	2%	7%	8%
FC(F)(F)c1nnc(-c2ccccc2)nc1Oc1ccccc1	-1%	-8%	16%	13%	7%	-4%	-5%	5%	10%
Clc1ccc(CNc2cnccn2)cc1	-1%	-21%	-23%	-31%	u	74%[activator]	0%	-2%	1%
CCc1ccc(NC(=O)Cc2cn(C)c3ccccc23)cc1	2%	-8%	-38%	u	-9%	-20%	-6%	-9%	-2%
O=C(NCc1ccccn1)NC1CCCCC1	-8%	-15%	6%	31%	-8%	12%	-1%	2%	11%
Cc1cc2c(c(=O)n1CCN(C)C)C(c1ccc(Cl)cc1)C(C#N)=C(N)O2 (stereo unspecified)	0%	-13%	0%	-10%[59 µM]	-1%	30%[activator]	3%	-11%	-1%
CCOc1ccc(-c2nc(Cn3c(=O)cc(-c4ccccc4)c4c(C)nn(C)c43)c(C)o2)cc1OC	10%	1%	-24%	-4%[59 µM]	-14%	-3%	-4%	x	-20%
CCOc1ccccc1NC(=O)CSc1c(C)n[nH]c1C	-3%	-14%	-5%	0%[59 µM]	-8%	12%	2%	2%	-22%
Cc1nc2c(c(C)c1C#N)C(=O)c1ccccc1-2	-1%	-12%	-2%	20%[59 µM]	-9%	65%[activator]	3%	2%	4%
CN1/C(=C\C(=O)c2cccs2)C(C)(C)c2ccccc21	-9%	-14%	157%[activator]	247%[activator][59 µM]	-4%	-18%	-5%	-5%	22%
COc1ccc(C2=C(C)C(N3CCC(C(=O)Nc4ccccc4F)CC3)=NS2(=O)=O)cc1	-33%	x	u	1%[59 µM]	-9%	u	-22%	x	22µM*

Printed as active in BAZ2B block, of those listed so far:
| Molecule | Pol kappa inh | Pol eta inh | BAZ2B block | G9a block | Anesthetic bind | Pol iota inh | BLM inh | Pol beta inh |
| --- | --- | --- | --- | --- | --- | --- | --- | --- |
| COc1ccc2c(c1)c(C(O)CN1CCC(Cc3ccccc3)CC1)c(C)n2C (stereo unspecified) | -4% | -21% | 35µM* | u | u | 45%[activator] | 2% | 4% |

Next section
SMILES	Pol kappa inh	Pol eta inh	BAZ2B block	G9a block	Anesthetic bind	Pol iota inh	BLM inh	APE1 inh	Pol beta inh
COCCNc1c(-c2ccc(OC)cc2)nc2ccc(Cl)cn12	-12%	-9%	u	u	-9%	17%	3%	0%	-2%
Cc1c(NC(=O)c2ccc(N3CCCC3)c([N+](=O)[O-])c2)cccc1-c1nc2ccccc2s1	1%	7%	-19%	u	-11%	79µM*	3%	4%	2%
COc1ccc(CCn2c(-c3ccco3)nc3nc4ccccc4nc32)cc1OC	x	x	-2%	-37%[12.7 µM]	-22%	x	-7%	6%	9%
Cc1ccccc1NC(=S)N(CCCN1CCC(C)CC1)Cc1ccco1	-13%	0%	3%	6%[59 µM]	-14%	71%[activator]	3%	4%	7%
CCCCn1c(SCc2ccccn2)nc2c1c(=O)n(C)c(=O)n2C	-6%	4%	15%	17%[59 µM]	7%	4%	-11%	14%	-15%
N#Cc1c(Nc2ccc(F)cc2)sc(C(=O)c2ccccc2)c1N	-5%	-17%	-11%	-24%	7%	19%	-1%	-13%	2%

Screening data: PubChem, National Center for Advancing Translational Sciences (NCATS)
